# HP1b binding inh = HTS for Inhibitors of HP1-beta Chromodomain Interactions with Methylated Histone Tails. Chromobox protein homolog 1 (Homo sapiens), P83916. AlphaScreen HP1-beta / biotin-H3K9me3 peptide binding. Potency, µM (titrated, usually from 114 µM), without a hit: top-dose activity change, negative = inhibition, most hits filed as inhibitors. 0.56% of 390,000 active. AID 540317, 2011; also: potency is read from the fitted curve at half-maximal effect; nearly all actives have a fitted effect of over 70% in size; inactives centre near 23
# Target sequence (P83916 whole entry, looked up): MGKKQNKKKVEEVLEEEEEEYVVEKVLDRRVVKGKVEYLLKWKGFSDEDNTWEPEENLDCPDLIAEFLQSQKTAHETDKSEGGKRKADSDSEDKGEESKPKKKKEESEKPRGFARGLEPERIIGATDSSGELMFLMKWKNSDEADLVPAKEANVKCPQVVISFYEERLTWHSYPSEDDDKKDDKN
#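 HP1-beta protein (50 nM final) preincubated 30 min at room temperature with biotinylated H3(1-18)K9me3 peptide (50 nM) in PBS pH 7.4, 0.01% Tween-20, then compound added for 30 min. AlphaScreen streptavidin donor/nickel chelate acceptor beads (10 ug/mL final), 30 min dark, luminescence read.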
# BAZ2B block = qHTS Assay for Inhibitors of BAZ2B | 4.4% of 360,000 active | Potency, µM (top dose mostly 114 µM), for the others: at the highest dose activity change, negative = inhibition, hits mostly inhibitors | Bromodomain adjacent to zinc finger domain protein 2B (Homo sapiens), Q9UIF8 | AlphaScreen BAZ2B-H3K14Ac peptide displacement | AID 504333, 2011; also: potency is read from the fitted curve at half-maximal effect; % is scaled to controls: 0 for no effect and ±100 for the full control effect; nearly all actives have a fitted effect of over 60% in size
#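 In this displacement format the biotinylated H3(5-23) peptide acetylated at Lys14 serves as ligand at 50 nM, with BAZ2B at 50 nM in PBS pH 7.4 containing 0.01% Tween-20. Donor and acceptor beads are 10 ug/mL final.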
# RGS4 inhibitor = Inhibitors of Regulator of G Protein Signaling (RGS) 4: qHTS; Regulator of G-protein signaling 4 (Homo sapiens), P49798; Transcreener GDP fluorescence polarization, RGS4-accelerated GTP hydrolysis; Potency, µM (titrated, usually from 114 µM), for inactives: top-dose activity change, negative = inhibition, hits mostly inhibitors; 0.039% of 390,000 active; also: potency is read from the fitted curve at half-maximal effect; % is scaled to controls: 0 for no effect and ±100 for the full control effect; nearly all actives have a fitted effect of over 75% in size; some results filed as inactive show a strong effect at the top dose
# Target sequence (P49798 whole entry, looked up): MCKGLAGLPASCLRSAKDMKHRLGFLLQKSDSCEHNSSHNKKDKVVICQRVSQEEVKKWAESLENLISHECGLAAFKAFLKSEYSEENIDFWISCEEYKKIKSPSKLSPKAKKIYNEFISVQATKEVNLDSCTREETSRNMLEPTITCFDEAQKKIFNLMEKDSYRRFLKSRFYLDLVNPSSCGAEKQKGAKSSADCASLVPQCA
#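 MLSMR compounds (23 nl, pin-transferred) preincubated 10 min at room temperature with a 500nM (2x) first reagent, then RGS4 at 900nM (2x) plus Transcreener GDP mix added; fluorescence polarization (620/688 nm) read before and after 90 min at 30 °C.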
# G9a inh = qHTS Assay for Inhibitors of Histone Lysine Methyltransferase G9a; Histone-lysine N-methyltransferase EHMT2 (Homo sapiens), Q96KQ7; G9a H3K9 monomethylation, AlphaScreen, 2 h; Potency, µM (highest dose often 102 µM), without a hit: top-dose activity, negative = inhibition, usual class: inhibitors; 8.8% of 350,000 active; AID 504332, 2011; also: potency is read from the fitted curve at half-maximal effect; % is scaled to controls: 0 for no effect and ±100 for the full control effect; nearly all actives have a fitted effect of over 75% in size
#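 Enzyme 20 nM + cpd, 15 min RT; add b-H3K9 pep 500 nM / SAM 20 uM; 2 h RT; anti-H3K9me1 Ab 0.5 ug/mL + SA donor / anti-rabbit acceptor beads 20 ug/mL each, 10 min; AlphaScreen read.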
# PI4K2A inh = qHTS for small molecular inhibitors of PI4K2A. Phosphatidylinositol 4-kinase type 2-alpha (Homo sapiens), Q9BTU6. activity change, negative = inhibition, % at 76.9 µM. AID 1346378, 2018. purified PI4K2A, ADP-Glo luminescence, 1 h; hits give low values. 0.13% of 420,000 active; in the data active = activity change below about -50%; inconclusive = mostly about -30% to -49%;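 also: -100% = wells without enzyme as full effect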
#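 Compounds are screened against recombinant PI4K2A using PI as substrate and ATP, the latter dispensed at 300 microM. Reactions run one hour at ambient temperature before ADP-Glo detection; full inhibition defined by wells lacking enzyme.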
# JMJD2A Tudor inh = qHTS Assay for Inhibitors of JMJD2A-Tudor Domain; Lysine-specific demethylase 4A (Homo sapiens), O75164; AlphaScreen JMJD2A-Tudor / H3K4me3 peptide binding; Potency, µM (series often up to 114 µM), for inactives: at the top dose activity change, negative = inhibition, usual class: inhibitors; 4.4% of 390,000 active; AID 504339, 2011; also: potency is read from the fitted curve at half-maximal effect; % is scaled to controls: 0 for no effect and ±100 for the full control effect; nearly all actives have a fitted effect of over 50% in size
# GLS inh = qHTS for Inhibitors of Glutaminase (GLS); Glutaminase kidney isoform, mitochondrial (Homo sapiens), O94925; GLS enzymatic activity, qHTS titration; Potency, µM (highest dose often 45.5 µM), inactives show at the top dose activity change, negative = inhibition, usual class: inhibitors; 0.21% of 410,000 active; AID 624170, 2012; also: potency is read from the fitted curve at half-maximal effect; % is scaled to controls: 0 for no effect and ±100 for the full control effect
# Target sequence (O94925 whole entry, looked up, canonical isoform): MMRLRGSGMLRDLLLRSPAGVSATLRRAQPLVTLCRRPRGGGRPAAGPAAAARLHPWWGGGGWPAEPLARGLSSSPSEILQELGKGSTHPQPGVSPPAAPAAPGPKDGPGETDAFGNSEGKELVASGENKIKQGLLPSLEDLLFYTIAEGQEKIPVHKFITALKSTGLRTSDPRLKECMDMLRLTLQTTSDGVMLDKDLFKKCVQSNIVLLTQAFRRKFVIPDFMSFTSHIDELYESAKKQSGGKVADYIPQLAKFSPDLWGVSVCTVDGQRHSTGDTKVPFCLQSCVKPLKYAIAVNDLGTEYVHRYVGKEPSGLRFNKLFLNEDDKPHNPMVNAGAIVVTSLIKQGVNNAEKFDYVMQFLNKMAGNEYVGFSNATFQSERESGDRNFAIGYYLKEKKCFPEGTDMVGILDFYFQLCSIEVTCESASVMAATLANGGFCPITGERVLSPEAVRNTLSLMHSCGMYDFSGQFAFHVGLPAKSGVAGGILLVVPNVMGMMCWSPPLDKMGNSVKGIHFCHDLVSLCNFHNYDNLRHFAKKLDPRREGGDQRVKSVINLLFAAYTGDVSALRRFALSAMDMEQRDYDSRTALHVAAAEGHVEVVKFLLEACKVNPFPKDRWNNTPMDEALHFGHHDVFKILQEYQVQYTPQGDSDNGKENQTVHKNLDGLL
#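 Read-out is an Amplex red fluorescence increase coupled through glutamate oxidase and HRP, measured before and after 30 min room-temperature incubation. hKGA is in 45 mM KH2PO4 (pH 8.2) with 0.02% Tween-20; glutamine added as 1mM solution.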
# ERG-DNA inh = qHTS for Small Molecule Inhibitors of the ERG Ets/DNA interaction; 0.028% of 370,000 active; fluorescence polarization, His-ERG Ets domain / labelled DNA; Potency, µM (titrated, usually from 76.9 µM), for the others: top-dose FP activity, negative = inhibition, hits mostly inhibitors; active = well fitted inhibition curve with a large enough effect in the polarisation, with a control signal flat; inconclusive = small, poorly fitted or top-dose-only effect, or effect the other way, or a change in a side signal; inactive = no such curve, though single readings can be large or run the other way; the % refers to the polarisation;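 also: polarization taken with two DNA probes labelled with fluorescein and Texas red; potency is read from the fitted curve at half-maximal effect; % of control where 0% means no effect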
#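 His-tagged ERG Ets domain (1 uM in the protein solution; 300mM KCl, 50mM Tris-HCl, 1mM EDTA, 1mM DTT, pH 7.5) received compound, then a probe mix of 5 nM fluorescein-DNA and 100nM Texas-615-DNA. Fluorescence polarization was read for both dyes.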
# 12-LOX inh = Primary qHTS assay for inhibitors of human arachidonate 12S-lipoxygenase (ALOX12): Round 2; AID 1671190, 2021; 1.1% of 580,000 active; purified 12hLO, xylenol orange hydroperoxide absorbance; Polyunsaturated fatty acid lipoxygenase ALOX12 (Homo sapiens), P18054; Potency, µM (doses to about 108 µM), for the others: at the top dose activity change, negative = inhibition, usual class: inhibitors; also: potency is read from the fitted curve at half-maximal effect; % is scaled to controls: 0 for no effect and ±100 for the full control effect
#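 Purified human 12hLO (150 nM final) in 25 mM Hepes, 0.01% Triton X-100, pH 7.0 was preincubated 15 min at room temperature with compound. Then 40 uM arachidonic acid was added, 30 min. Hydroperoxide was read by Fe-XO absorbance ratio 573/405 nm.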
# * marks the source's active call; other numbers are inactive results; ? = inconclusive; . = no result given; & = joins results of further samples; [ ] = remark or other dose. Unless noted, calls follow the shape of the dose curve; as a rule, active = well fitted curve in the direction sought with a large enough effect; inconclusive = small, poorly fitted or top-dose-only effect, or another doubt; inactive = no such curve, though single readings can be large; an effect the other way counts as inactive or inconclusive.
# The first 8 records, ahead of the listing:
RGS4 inhibitor	12-LOX inh	PI4K2A inh	HP1b binding inh	JMJD2A Tudor inh	GLS inh	BAZ2B block	ERG-DNA inh	G9a inh	structure
-27%	-14%	0	31%	-4%	-1%	.	.	.	Cc1nc2c(Br)cc(Br)cc2c(=O)n1-c1ccccc1NC1OCC(O)C(O)C1O (stereo not drawn)
11%	0%	-4	18%	-18%	0%	2%	13%	27%[59 µM]	CC(O)[C@H]1CN=C(N)N1CCCCC1CCCCC1 (stereo partly drawn)
-11%	-18%	4	12%	-5%	6%	.	2%	4%	O=C(CSc1nnc(-c2cccs2)o1)NCc1ccco1
9%	?	-3	-1%	-19%	4%	-22%	-2%	-33%	Cc1ccc(S(=O)(=O)Nc2cccc(C(=O)NC3CCN(Cc4ccccc4)CC3)c2)cc1F
-5%	2µM*	1	?	20µM*	6%	50µM*	-9%	7.1µM*	COc1ccc(CNc2ncc(-c3ccccc3)n2C)c(OC)c1OC
0%[56.9 µM]	-3%	-6	67%[activator]	-24%	5%	-28%	24%	?	CCCC(=O)N(CCN1CCOCC1)c1nc2c(OC)ccc(OC)c2s1
-17%	0%	-2	40%	-2%	-12%	6%	-23%	10%[59 µM]	O=C(OCCN1C(=O)c2ccccc2C1=O)c1cc(S(=O)(=O)N2CCOCC2)ccc1F
-12%	3%	-6	14%	1%	0%	-16%	19%	10%	Cc1ccc(NC(=O)CCCNC(=O)c2ccc(Cl)cc2)nc1

# All compounds of this part, repeating the preview:
RGS4 inhibitor	12-LOX inh	PI4K2A inh	HP1b binding inh	JMJD2A Tudor inh	GLS inh	BAZ2B block	ERG-DNA inh	G9a inh	structure
-27%	-14%	0	31%	-4%	-1%	.	.	.	Cc1nc2c(Br)cc(Br)cc2c(=O)n1-c1ccccc1NC1OCC(O)C(O)C1O (stereo not drawn)
11%	0%	-4	18%	-18%	0%	2%	13%	27%[59 µM]	CC(O)[C@H]1CN=C(N)N1CCCCC1CCCCC1 (stereo partly drawn)
-11%	-18%	4	12%	-5%	6%	.	2%	4%	O=C(CSc1nnc(-c2cccs2)o1)NCc1ccco1
9%	?	-3	-1%	-19%	4%	-22%	-2%	-33%	Cc1ccc(S(=O)(=O)Nc2cccc(C(=O)NC3CCN(Cc4ccccc4)CC3)c2)cc1F
-5%	2µM*	1	?	20µM*	6%	50µM*	-9%	7.1µM*	COc1ccc(CNc2ncc(-c3ccccc3)n2C)c(OC)c1OC
0%[56.9 µM]	-3%	-6	67%[activator]	-24%	5%	-28%	24%	?	CCCC(=O)N(CCN1CCOCC1)c1nc2c(OC)ccc(OC)c2s1
-17%	0%	-2	40%	-2%	-12%	6%	-23%	10%[59 µM]	O=C(OCCN1C(=O)c2ccccc2C1=O)c1cc(S(=O)(=O)N2CCOCC2)ccc1F
-12%	3%	-6	14%	1%	0%	-16%	19%	10%	Cc1ccc(NC(=O)CCCNC(=O)c2ccc(Cl)cc2)nc1
-22%	-17%	-1	37%[activator][57 µM]	-12%	8%	27%	1%	13%[59 µM]	Cc1cc(C)cc(-n2c(SCC(=O)Nc3ccc4c(c3)OCCO4)nc3c([nH]c4ccccc43)c2=O)c1
12%	17%	-5	31%	-19%	1%	14%	-4%	-1%	CCOC(=O)C1CCN(S(=O)(=O)c2cn(C)c(=O)n(C)c2=O)CC1
-24%	-19%	1	52%[activator]	-18%	0%	7%	10%	4%[12.7 µM]	COc1ccc(NC(=O)CSc2ncn(-c3ccccc3)n2)cc1Cl
-1%	-6%	0	23%	-10%	5%	3%	-8%	?	CN1CCN(C(CNS(=O)(=O)c2cccs2)c2cccnc2)CC1 (stereo not drawn)
-32%	-12%	-2	43%[activator]	-5%	-1%	0%	-6%	23%	CCc1ccc(NC(=O)CSc2nnc(-c3cnccn3)n2C)cc1
2%	?	2	19%	-22%	27%	-4%	-1%	50µM*	COc1cc(C2C(C(C)=O)=C(O)C(=O)N2CCN2CCOCC2)ccc1O (stereo not drawn)
-48%	-2%	-2	-10%	?	-8%	-23%	1%	16%	Cc1ccc(/C=N/NC(=O)Cc2ccc(Cl)cc2)c(O)c1
-19%	5%	6	24%	5%	-4%	-1%	1%	19%[59 µM]	O=C(CSc1nncn1-c1cccnc1)Nc1cccc(C(F)(F)F)c1
27%	27%	3	38%	-6%	19%	6%	7%	22%[2.33 µM]	O=C(/C=C/c1ccccc1[N+](=O)[O-])NNC(=O)c1ccncc1
?	-17%	-1	41%[activator]	4%	1%	-12%	3%	-3%	COc1ccc(CNC(=O)CN2C(=O)CCSc3ccc(S(=O)(=O)N4CCCC4)cc32)cc1
-33%	0%	0	125%[activator]	39%[activator]	-10%	-5%	6%	.	COc1ccc(CN(C(=O)c2cccs2)c2ccccc2)cc1
-10%	2%	-1	59%[activator]	0%	6%	5%	7%	0%[12.7 µM]	O=C1CCCN1CCCNS(=O)(=O)c1ccc(Cl)c(C(=O)N2CCOCC2)c1
14%	-2%	-3	31%	-14%	13%	0%	-2%	-1%[59 µM]	COC(=O)CN1C(=O)C2(C(C#N)=C(N)Oc3n[nH]c(-c4cccs4)c32)c2ccccc21 (stereo not drawn)
15%	?	-1	11%	-27%	12%	-23%	-4%	-20%[59 µM]	COc1ccc(CCN2C(=O)N(c3cccc(C)c3)C(=O)C2CC(=O)Nc2ccccc2)cc1OC (stereo not drawn)
?	33%	-2	?	?	-1%	-14%	36%[activator]	.	Cc1c(C(=O)N2CCOCC2)c(S(=O)(=O)Nc2cccc(Br)c2)c(C)n1C
17%	29%	-2	31%	-7%	9%	-1%	-2%	-40%[12.7 µM]	Cc1nn(-c2ccccc2)c2[nH]c(=O)cc(C(F)F)c12
-8%	-3%	-2	39%	-17%	31%[activator]	3%	-4%	10%[0.501 µM]	COc1ccc([C@@H](OC)[C@@]2(Cc3ccc(O)cc3)N=C(N)N(C)C2=O)cc1
11%[11.4 µM]	2%	-1	36%	-6%	10%	-21%	5%	1%	CCC(C)(C)NC(=O)C(c1cccc(OC)c1OC)N(CCC(C)C)C(=O)CCC(=O)Nc1cc(C)on1 (stereo not drawn)
-11%	-47%	2	31%	-2%	0%	.	7%	.	Cc1csc(SCC(=O)Nc2cc(C(N)=O)cc(C(N)=O)c2)n1
12%	138%[activator]	-7	56%[activator]	13%	-4%	.	-24%	.	Clc1ncccc1OCc1ccccc1
12%	-5%	5	21%	-11%	-8%	-9%	-5%	-30%[59 µM]	CCOc1ccc(CCNC(=O)Cn2nnc(-c3ccc(OC)c(OC)c3)n2)cc1OCC
-12%	-26%	-1	13%	-34%	11%	-31%	-13%	?	CCOC(=O)c1ccc(Nc2c(-c3cccc(O)c3)nc3nc[nH]n23)cc1
0%	28%	-21	26%	-13%	0%	-3%	1%	.	CCn1c(SCC(=O)Nc2ccccc2)nc2ccccc2c1=O
-1%	16%	1	25%	-6%	-2%	-29%	-16%	-33%	COCCn1cc(C(=O)N2CCN(C)CC2)c2c3ccccc3n(C)c2c1=O
21%	-5%	5	12%[57 µM]	-20%	10%	-20%	-4%	-9%[59 µM]	CCCCNC(=O)CCC(=O)Nc1ccc2nc(N3CCN(C)CC3)cc(C)c2c1
-29%	-17%	3	73%[activator]	41%[activator]	-14%	18%	2%	46%[59 µM]	Cc1ccc(OC(=O)c2cc(-c3ccccc3)nc3ccc(C)cc23)cc1
-10%	0%&-16%	0	15%	-25%	?	9%	-7%	-23%	C=CCOc1nc2c(c(=O)n(Cc3ccc(Cl)cc3)c(=O)n2C)n1C
-1%	8%	9	2%	-17%	5%	?	-14%	-7%[59 µM]	COCCn1c(CNc2ccc(F)cc2)nnc1SCC(=O)Nc1ccc(OC)cc1OC
-24%	-10%	7	24%	-3%	4%	5%	2%	-2%	CC(C)C[C@@H](CO)N1CCN(Cc2cccc(C#N)c2)CCC1=O
27%	0%	0	1%	-24%	18%	-15%	-4%	-17%[59 µM]	NC(=O)CC(NC(=O)c1ccccc1)c1ccc(NCCc2ccc(Cl)cc2)c([N+](=O)[O-])c1 (stereo not drawn)

# Screens deposited in PubChem by National Center for Advancing Translational Sciences (NCATS).

# These rows are one share of the data; count on the stated rates, not on these rows.
